# Pf apPOL inh: Pf-apPOL inhibitors, biochemical, fluorescence; inhibition, % at 10 µM; Plasmodium falciparum apicoplast DNA polymerase (apPOL); 210,000 tested, 0.25% active; Recombinant Pf-apPOL, molecular beacon fluorescence, 1.5 h
# mHTT CaM bind: mutant huntingtin-calmodulin interaction inhibitors – biochemical, AlphaScreen, primary screen | P42858 | AlphaScreen His-mHTT/GST-CaM binding, luminescence | inhibition, % at 15 µM | 190,000 tested, 3.6% active;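 further: 0% = both proteins with DMSO and 100% = one protein alone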
# * hit, by the source's call; i = inactive; . = not tested or not shown; & = joins results of further samples. No stated cut-off is given here; in the data, active means inhibition above about 50%; inactive means the rest.
SMILES,Pf apPOL inh,mHTT CaM bind
COc1ccc(C(=O)N2CCC(C(=O)NCc3ccc(Cl)cc3)CC2)cc1OC,-13,-4
Cc1ccc(S(=O)(=O)n2c([N+](=O)[O-])cnc2C)cc1,-1,-4
Cc1ccc(S(=O)(=O)OCC2OC(n3cnc4c(=O)[nH]c(NC(=O)C(C)C)nc43)CC2O)cc1 (stereo not drawn),2,.
COc1ccc(C(=O)N2CCc3nc[nH]c3C2)cc1,-3,4
O=C1Nc2ccccc2Oc2cc([N+](=O)[O-])cc(Oc3ccc(Br)cc3)c21,-7,42
N/C(=N\OC(=O)c1ccccc1F)c1nonc1N,5,i
O=C(Nc1ccccc1)N1CCC(n2c(-c3ccoc3)nc3cccnc32)C1 (stereo not drawn),0,1
CC1(C)C=C(C(N)=O)C(C)(C)N1,3,.
CSc1ccc(S(=O)(=O)Nc2ccc3c(c2)OCCO3)cc1,.,-4
Cc1ccc(Cl)cc1N1CCN(C(=O)c2noc3c2CCCC3)CC1,-3,96*

# Gathered by group, the entries above with an aryl methoxy group
SMILES,Pf apPOL inh,mHTT CaM bind
COc1ccc(C(=O)N2CCC(C(=O)NCc3ccc(Cl)cc3)CC2)cc1OC,-13,-4
COc1ccc(C(=O)N2CCc3nc[nH]c3C2)cc1,-3,4

# (listing goes on)
SMILES,Pf apPOL inh,mHTT CaM bind
Cc1cccc(-c2nc(CN3CCN(C(=O)c4cccc(F)c4)CC3)no2)c1,-8,35
Cc1csc(NC(=O)CSc2nnc(NC(=O)c3ccco3)s2)n1,-2,-19
COc1ccc(CNC(=O)c2ccc3c(c2)N(C)C2CCCCN2C3=O)c(OC)c1 (stereo not drawn),-7,-4
COc1ccc(CCNC(=O)C2CC=CCC2C(=O)O)cc1OC (stereo not drawn),-9,1
O=C1OC(c2cccc(I)c2)=N/C1=C\c1ccccc1F,20,-1
COc1ccc(C2CC(c3ccccc3)Nc3nc(N)nn32)cc1 (stereo not drawn),-2,-1
Cc1ncn(CC(=O)Nc2ccccc2Cl)c(=O)c1C,-2,-6
CCOC(=O)c1cc2c(N(C)C)nccc2nc1C(F)(F)F,-7,.
CC(NC(=O)/C(=C\c1ccco1)NC(=O)c1ccccc1Br)C(=O)O (stereo not drawn),-7,0
Cc1nc(N2CCN(C(=O)c3cccc(F)c3)CC2)c2c3c(sc2n1)CCCC3,10,14
COc1ccc(OC)c(-c2cc(C(=O)Nc3cnn(Cc4ccc(Cl)cc4Cl)c3)no2)c1,2,17
COc1ccc(NC(=O)C2CCCN(C(=O)c3cccc(Cl)c3)C2)c(OC)c1 (stereo not drawn),-2,34
COc1ccc(CC(=O)Nc2cc(Cl)c(OC)cc2OC)cc1,-6,0
C=CCc1ccc(OCC(O)CN2CCN(c3ccccc3OC)CC2)c(OC)c1 (stereo not drawn),-2,48
Cc1ccc(Cl)cc1NC(=O)CSc1nnnn1-c1ccccc1,-7,-5
NNC(=O)CCN(Cc1ccco1)S(=O)(=O)c1ccc(Cl)cc1,-21,.
CNC(=O)C(C#N)=CN(C)C,-5,.
COc1cc(NS(=O)(=O)c2ccc(NC(=O)Cc3ccccc3)cc2)ncn1,3,6
Cc1nc2ccccc2n1CCC(C)C,-4,1
COc1ccc(N2CCN(C(=O)C3CCCN(c4ccncc4)C3)CC2)cc1 (stereo not drawn),1,-6
N#CC1=CN(c2ccccc2Cl)c2cc(Cl)ccc2S1(=O)=O,0,-10
COCCCNC(=O)CSc1nc2ccccc2c(=O)n1Cc1ccc2c(c1)OCO2,-12,7
NC1CS(=O)(=O)CC1O (stereo not drawn),-2,-5
O=c1cc(CO)oc(CO)c1O,-4,.
O=C(Cn1nnc(-c2ccc(F)cc2)n1)N1CCCCC1,-5,2
O=C(c1ccc2c(c1)CCN2C(=O)C1CC1)N1CCCC1,-1,2
O=C(O)C1CC(=O)n2c(nc3ccccc32)S1 (stereo not drawn),0,2
Cc1ccc(/C=C2/SC(=Nc3ccc(Cl)cc3)NC2=O)cc1,-2,7
COc1cccc(CC(=O)N2CCN(c3nc(CN4CCOCC4)cs3)CC2)c1,-6,11
C=CCn1c(SCC(=O)N2CCC(C)CC2)nc2c([nH]c3ccccc32)c1=O,-7,-18
COc1cc([N+](=O)[O-])ccc1NC(=O)c1cc2c(C)nn(-c3ccccc3)c2s1,-5,6
CCCCC(=O)Nc1cccc(Cl)c1C,-25,-1
Cc1cc(Br)ccc1S(=O)(=O)n1ccnc1,0,-4
N#CC1=CC(C#N)=C(C#N)N/C1=C(\N)C#N,.,-1
CC(=O)N1CCN(C(=O)CCC2CCN(c3cc(NC4CC4)ncn3)CC2)CC1,-2,0
Cc1cccc(-c2nc3cc([N+](=O)[O-])ccc3o2)c1,-6,1
CCOc1ccccc1NC(=O)N1CC(c2nc(C)no2)C2(CCOCC2)C1 (stereo not drawn),-3,0
CCc1ccc(NC(=O)COc2cc(C)nc(N3CCCC3)n2)cc1,-5,4
CCOc1ccc(NC(=O)c2cn(CC(C)C)c(=O)c3c2c2ccccc2n3C)cc1,-2,-3
CN(C(=O)C(c1ccccc1)c1ccccc1)c1ccccc1,-10,-19
Cc1ccc(-n2nc3c(c2NC(=O)C(C)(C)C)CSC3)cc1,-1,26
CCn1cc(C(=O)NCCN2CCOCC2)c2cc(OC)c(OC)cc2c1=O,-1,-1
CC1Oc2ccccc2OC1C(=O)O (stereo not drawn),6,0
N#Cc1c(C(F)(F)F)cc(-c2ccccc2)nc1SCCC(N)=O,-9,-24
CCOc1ccccc1NC(=O)C1CCN(c2ccncc2)CC1,-5,-16
O=C(NCc1csc(C2CCCN(C(=O)C3CCCC3)C2)n1)C1CCC1 (stereo not drawn),-1,2
O=C(CSc1nc2ccccc2[nH]1)c1cccs1,3,-1
CCOc1ccc(S(=O)(=O)N2CCN(C)c3ccccc32)cc1,-1,38
CCC(C)C1N=C2c3ccccc3N=C(SCC(N)=O)N2C1=O (stereo not drawn),-11,-6
CC(C)(C)Sc1cc(C(=O)O)sc1C(=O)O,-3&-5,-2&-6&-5

# Copied from the list.
# Pf apPOL inh result of `CC(=O)N1CCN(C(=O)CCC2CCN(c3cc(NC4CC4)ncn3)CC2)CC1` reads -2
# Pf apPOL inh result of `CCc1ccc(NC(=O)COc2cc(C)nc(N3CCCC3)n2)cc1` reads -5
# mHTT CaM bind result of `O=C1OC(c2cccc(I)c2)=N/C1=C\c1ccccc1F` reads -1
# mHTT CaM bind result of `COc1ccc(CCNC(=O)C2CC=CCC2C(=O)O)cc1OC` (stereo not drawn) reads 1
# Pf apPOL inh result of `C=CCc1ccc(OCC(O)CN2CCN(c3ccccc3OC)CC2)c(OC)c1` (stereo not drawn) reads -2
# Pf apPOL inh result of `NNC(=O)CCN(Cc1ccco1)S(=O)(=O)c1ccc(Cl)cc1` reads -21

# (list continues)
SMILES,Pf apPOL inh,mHTT CaM bind
COc1ccc(-c2c(C)oc3cc(OCCN4CCC(C)CC4)ccc3c2=O)cc1,-6,-8
O=C(NC1CCCCCC1)c1cncc(-c2ccc(F)cc2)c1,-1,-8
N#CC(=Cc1[nH]c2ccccc2c1O)C(=N)N1CCOCC1,-1,18
O=C(NCCS(=O)(=O)N1CCN(c2cccc(Cl)c2)CC1)C1CC1,-9,-6
CCOC(=O)/C(C#N)=C/Nc1cc(C)on1,.,-2
COc1ccc(-c2noc(COc3cc(C)c(Cl)c(C)c3)n2)cc1OC,-20,-9
COc1ccc(/C=C2\CN(C)C/C(=C\c3ccc(OC)c(OC)c3)C2=O)cc1OC,-1,37
COc1ccc(C(=O)N2CCN(c3nc(CN4CCCCC4)cs3)CC2)cc1,-8,6
COc1ccc(-c2cc(C(=O)N3CCC(Cc4ccccc4)CC3)no2)cc1,-8,-7
O=C(NCCN1CCOCC1)c1cc(-c2ccc(Cl)s2)nc2ccccc12,-4,-5
CC(=O)N1C(C(=O)O)CSC1c1ccc(Cl)cc1Cl (stereo not drawn),-18,-1
O=C(Nc1cc2cccc([N+](=O)[O-])c2oc1=O)c1cccs1,5,3
O=C(NCc1ccncc1)C1CCCN(c2nnc3ccc(Cl)cn23)C1 (stereo not drawn),-2,2
COC(=O)c1sc(-c2cccs2)cc1NS(=O)(=O)c1cc(Cl)sc1Cl,-21,.
Cc1cccc(C(=O)N2CCCN(c3ncccc3-c3nc(C(C)C)no3)CC2)c1,0,2
O=S(=O)(Nc1ccc2c(c1)OC1(CCCCC1)O2)c1ccc(F)cc1,-3,39
CN(C1CCS(=O)(=O)C1)S(=O)(=O)C1CCS(=O)(=O)C1 (stereo not drawn),0,-2
CCc1ccc2nc(N3CCC(C(=O)NCCCN4CCCCC4)CC3)sc2c1,-1,-2
N#CC1=C(N)Oc2n[nH]c(-c3cccs3)c2C1c1ccc(F)cc1 (stereo not drawn),-1,11
O=C(Nc1ccn(Cc2ccccc2Cl)n1)C1c2ccccc2Oc2ccccc21,-1,22
COc1ccc(-c2noc(-c3ccc(N4CCc5ccccc5C4)nc3)n2)cc1,4,-5
Nc1c(C(=O)Nc2ccccc2C(F)(F)F)sc2[nH]c(=O)c(C(=O)O)cc12,4,14
COc1cc2c(cc1OC)C(C(=O)N1CCCCC1)C(c1cccs1)N(C)C2=O (stereo not drawn),-8,-12
CN1CCN(c2ncncc2N2CCC(C(=O)N(C)Cc3ccccc3)CC2)CC1,-2,25
O=C(NCCNc1nccc(C(F)(F)F)n1)c1ccco1,-2&-3,.
COc1ccc(C2C(C(=O)Nc3cc(C)ccc3OC)CC(=O)N2c2ccc(OC)cc2)cc1 (stereo not drawn),4,32
O=C1C(=Cc2cccnc2)Oc2cc(OC(=O)C3CC3)ccc21,-8,8
Cc1cccc(N=Cc2nc(-c3ccc(Cl)cc3)oc2O)n1,5,-2
O=C(NCc1ccc2c(c1)OCO2)C1CCCN(c2nnc3c(Cl)cccn23)C1 (stereo not drawn),-1,4
N#CC1=C(N)OC2=C(C(=O)CCC2)C1c1ccoc1 (stereo not drawn),-3,-4&-2
CC(=O)Nc1ccc(S(=O)(=O)n2cccn2)cc1,-11,1
Cn1cnc2cc(OC(=O)COc3cccc4c3OC(C)(C)C4)ccc21,-3,14
O=C(Nc1ccc(-c2nc3ccccc3o2)cc1)c1ccc(I)o1,-1,4
Cc1nn(C)c(C)c1CNC(=O)C1CCc2sc(C(=O)N3CCCCCC3)cc2C1 (stereo not drawn),-3,6
NC(N)=Nc1nc(-c2ccccc2)c(-c2ccccc2)s1,0,100*
COc1ccc2c(c1)N1CCN(c3ccccc3OC)CC1C(C(=O)NC(C)C)C2 (stereo not drawn),-1,38
O=S1(=O)CCC(NS(=O)(=O)CCCCC(Cl)(Cl)Cl)C1 (stereo not drawn),1,-1
COc1cccc(N=C2SC(C(=O)Nc3cccc(Cl)c3)CC(=O)N2C)c1 (stereo not drawn),0,8
O=C1OC(c2ccc([N+](=O)[O-])cc2)=N/C1=C\C(Cl)=C\c1ccccc1,-1,24
Cc1cccc(C(=O)NCCc2nc3ccccc3[nH]2)c1,0,-7

# Among those listed so far, 2 have a tert-butyl group.
SMILES,Pf apPOL inh,mHTT CaM bind
Cc1ccc(-n2nc3c(c2NC(=O)C(C)(C)C)CSC3)cc1,-1,26
CC(C)(C)Sc1cc(C(=O)O)sc1C(=O)O,-3&-5,-2&-6&-5

# New compounds follow:
SMILES,Pf apPOL inh,mHTT CaM bind
CN1CC(C(=O)NC23CC4CC(CC(C4)C2)C3)CC1=O (stereo not drawn),.,-6
CN1CCN(c2cc(Oc3ccccc3F)ncn2)CC1,0,-2
O=C(CN1CCC(c2nc(-c3ccc(F)cc3)no2)CC1)Nc1ccc(F)c(F)c1,-2,-6
COc1ccc(-c2csc3nc(C)n(CCO)c(=O)c23)cc1,-1,2
COc1ccc(C(=O)Nc2ccc3c(c2)C(=O)NC3=O)c(OC)c1,-3,-4
O=C(Oc1ccc2c(=O)c(-c3ccccc3)coc2c1)c1ccc([N+](=O)[O-])cc1,-5,-7
CCCCc1ccc(NC(=O)N2CC(C(=O)NC)C3(CCCC3)C2)cc1 (stereo not drawn),-9,1
COC(=O)Nc1nc(CC(=O)Nc2cc(C)ccc2OC)cs1,-11,1
CC(C)C(=O)Nc1ccc(S(=O)(=O)NCC(c2ccsc2)N(C)C)cc1 (stereo not drawn),2,-10
Cc1ccc(-n2c3c(c(=O)[nH]c2=O)C(NC(=O)CCc2ccccc2)(C(F)(F)F)C(=O)N3)cc1 (stereo not drawn),-3,0
COC(=O)c1ccc(NC(=O)N2CCCC2c2cccc(F)c2)cc1 (stereo not drawn),-3,-6
COCCCNC(=O)C1CCN(c2nccnc2Oc2cccc(C)c2)CC1,-4,4
Cn1cc2c3c(cccc31)CN(C(=O)NCCc1ccccc1)CC2,-5,9
O=C1c2ccccc2C(=O)C1c1ccc(Cl)cc1Cl,4,9
CCN(CCNC(=O)C1CCCN(c2cn[nH]c(=O)c2)C1)c1cccc(C)c1 (stereo not drawn),-2,23
CCN(CC)Cc1c(O)ccc2occ(C(=O)c3ccccc3)c12,-4,10

# 6 successive records out of the list so far:
SMILES,Pf apPOL inh,mHTT CaM bind
Cc1ccc(-n2c3c(c(=O)[nH]c2=O)C(NC(=O)CCc2ccccc2)(C(F)(F)F)C(=O)N3)cc1 (stereo not drawn),-3,0
COC(=O)c1ccc(NC(=O)N2CCCC2c2cccc(F)c2)cc1 (stereo not drawn),-3,-6
COCCCNC(=O)C1CCN(c2nccnc2Oc2cccc(C)c2)CC1,-4,4
Cn1cc2c3c(cccc31)CN(C(=O)NCCc1ccccc1)CC2,-5,9
O=C1c2ccccc2C(=O)C1c1ccc(Cl)cc1Cl,4,9
CCN(CCNC(=O)C1CCCN(c2cn[nH]c(=O)c2)C1)c1cccc(C)c1 (stereo not drawn),-2,23
